Screening results as filed in PubChem BioAssay.
PI4K2A block = qHTS for small molecular inhibitors of PI4K2A | Phosphatidylinositol 4-kinase type 2-alpha (Homo sapiens), Q9BTU6 | purified PI4K2A, ADP-Glo luminescence, 1 h; active compounds read low | activity change, negative = inhibition, % at 76.9 µM | 420,000 compounds, 0.13% hits; in the data active = activity change below about -50%; inconclusive = mostly about -30% to -49%;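 also: -100% = wells without enzyme as full effect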
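In this quantitative HTS, ADP production by PI4K2A was quantified luminescently after 1 h at ambient temperature; 100 microM adenosine served as plate-quality control.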
BAZ2B block = qHTS Assay for Inhibitors of BAZ2B; 360,000 compounds, 4.4% hits; Potency, µM (titrated, usually from 114 µM), for the others: at the highest dose activity change, negative = inhibition, hits mostly inhibitors; AlphaScreen BAZ2B-H3K14Ac peptide displacement; Bromodomain adjacent to zinc finger domain protein 2B (Homo sapiens), Q9UIF8; also: potency is read from the fitted curve at half-maximal effect; % is scaled to controls: 0 for no effect and ±100 for the full control effect; nearly all actives have a fitted effect of over 60% in size
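Multi-concentration screen (max 110 uM) measuring displacement of acetylated histone H3 peptide from BAZ2B by AlphaScreen, using 50 nM protein, 50 nM peptide and 10 ug/mL streptavidin donor plus Ni-chelate acceptor beads.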
JMJD2A Tudor = qHTS Assay for Inhibitors of JMJD2A-Tudor Domain; Lysine-specific demethylase 4A (Homo sapiens), O75164; AlphaScreen JMJD2A-Tudor / H3K4me3 peptide binding; 390,000 compounds, 4.4% hits; Potency, µM (series often up to 114 µM), without a hit: at the top dose activity change, negative = inhibition, most hits filed as inhibitors; AID 504339, 2011; also: potency is read from the fitted curve at half-maximal effect; % is scaled to controls: 0 for no effect and ±100 for the full control effect; nearly all actives have a fitted effect of over 50% in size
Target sequence (O75164 whole entry, looked up, the tested form may be a part): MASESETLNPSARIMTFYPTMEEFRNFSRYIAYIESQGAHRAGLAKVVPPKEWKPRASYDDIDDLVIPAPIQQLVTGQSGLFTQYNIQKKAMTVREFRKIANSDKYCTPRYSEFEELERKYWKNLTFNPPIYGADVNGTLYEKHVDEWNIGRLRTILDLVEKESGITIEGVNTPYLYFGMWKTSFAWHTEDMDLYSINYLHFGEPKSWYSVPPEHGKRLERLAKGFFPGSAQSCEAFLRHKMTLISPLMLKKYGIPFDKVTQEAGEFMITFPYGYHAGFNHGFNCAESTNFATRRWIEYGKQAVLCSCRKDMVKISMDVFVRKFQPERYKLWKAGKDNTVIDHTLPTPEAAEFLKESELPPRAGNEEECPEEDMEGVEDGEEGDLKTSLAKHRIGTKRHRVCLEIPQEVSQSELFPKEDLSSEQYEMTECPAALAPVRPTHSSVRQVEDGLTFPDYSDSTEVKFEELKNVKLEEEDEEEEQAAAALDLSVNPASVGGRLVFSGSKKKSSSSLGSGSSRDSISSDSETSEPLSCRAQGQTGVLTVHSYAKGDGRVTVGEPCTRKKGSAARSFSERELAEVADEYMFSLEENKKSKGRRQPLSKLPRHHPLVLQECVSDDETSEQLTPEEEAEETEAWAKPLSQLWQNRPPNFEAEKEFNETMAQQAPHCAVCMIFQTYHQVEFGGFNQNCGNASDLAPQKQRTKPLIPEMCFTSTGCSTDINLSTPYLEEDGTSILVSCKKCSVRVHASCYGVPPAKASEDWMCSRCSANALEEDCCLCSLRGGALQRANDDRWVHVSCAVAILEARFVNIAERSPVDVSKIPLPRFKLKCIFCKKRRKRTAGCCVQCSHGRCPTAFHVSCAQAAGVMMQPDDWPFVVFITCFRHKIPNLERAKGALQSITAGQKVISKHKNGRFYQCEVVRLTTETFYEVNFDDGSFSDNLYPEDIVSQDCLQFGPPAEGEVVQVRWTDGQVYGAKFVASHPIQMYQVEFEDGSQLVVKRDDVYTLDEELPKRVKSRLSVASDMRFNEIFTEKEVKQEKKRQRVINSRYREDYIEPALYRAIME
RGS4 inh = Inhibitors of Regulator of G Protein Signaling (RGS) 4: qHTS | 390,000 compounds, 0.039% hits | Potency, µM (titrated, usually from 114 µM), for inactives: at the top dose activity change, negative = inhibition, usual class: inhibitors | Transcreener GDP fluorescence polarization, RGS4-accelerated GTP hydrolysis; also: potency is read from the fitted curve at half-maximal effect; % is scaled to controls: 0 for no effect and ±100 for the full control effect; nearly all actives have a fitted effect of over 75% in size; some results filed as inactive show a strong effect at the top dose
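MLSMR compounds (23 nl, pin-transferred) preincubated 10 min at room temperature with a 500nM (2x) first reagent, then RGS4 at 900nM (2x) plus Transcreener GDP mix added; fluorescence polarization (620/688 nm) read before and after 90 min at 30 °C.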
ALOX12 inh = Primary qHTS assay for inhibitors of human arachidonate 12S-lipoxygenase (ALOX12): Round 2. Polyunsaturated fatty acid lipoxygenase ALOX12 (Homo sapiens), P18054. purified 12hLO, xylenol orange hydroperoxide absorbance. Potency, µM (series often up to 108 µM), for inactives: at the highest dose activity change, negative = inhibition, most hits filed as inhibitors. 580,000 compounds, 1.1% hits. AID 1671190, 2021; also: potency is read from the fitted curve at half-maximal effect; % is scaled to controls: 0 for no effect and ±100 for the full control effect
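Purified human 12hLO at 150 nM in 25 mM Hepes, 0.01% Triton X-100, pH 7.0, preincubated 15 min at room temperature with compound. Reaction started with 40 uM arachidonic acid, 30 min at room temperature. Hydroperoxide measured by Fe-xylenol orange, 573/405 nm absorbance ratio.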
HP1b chromo inh = HTS for Inhibitors of HP1-beta Chromodomain Interactions with Methylated Histone Tails. Chromobox protein homolog 1 (Homo sapiens), P83916. AlphaScreen HP1-beta / biotin-H3K9me3 peptide binding. Potency, µM (series often up to 114 µM), for inactives: at the top dose activity change, negative = inhibition, actives largely listed as inhibitors. 390,000 compounds, 0.56% hits; also: potency is read from the fitted curve at half-maximal effect; nearly all actives have a fitted effect of over 70% in size; inactives centre near 23
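HP1-beta protein (50 nM final) preincubated 30 min at room temperature with biotinylated H3(1-18)K9me3 peptide (50 nM) in PBS pH 7.4, 0.01% Tween-20, then compound added for 30 min. AlphaScreen streptavidin donor/nickel chelate acceptor beads (10 ug/mL final), 30 min dark, luminescence read.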
GLS inh = qHTS for Inhibitors of Glutaminase (GLS); Glutaminase kidney isoform, mitochondrial (Homo sapiens), O94925; GLS enzymatic activity, qHTS titration; Potency, µM (highest dose often 45.5 µM), for the others: at the highest dose activity change, negative = inhibition, usual class: inhibitors; 410,000 compounds, 0.21% hits; AID 624170, 2012; also: potency is read from the fitted curve at half-maximal effect; % is scaled to controls: 0 for no effect and ±100 for the full control effect
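Coupled fluorescence readout: glutamate oxidase/HRP/Amplex Red detect glutamate formed by hKGA from L-glutamine (1 mM solution added). Buffer 45 mM KH2PO4 pH 8.2, 0.02% Tween-20; reads at t0 and 30 min RT.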
ERG Ets-DNA blk = qHTS for Small Molecule Inhibitors of the ERG Ets/DNA interaction. fluorescence polarization, His-ERG Ets domain / labelled DNA. Transcriptional regulator ERG (Homo sapiens), P11308. 370,000 compounds, 0.028% hits. Potency, µM (doses to about 76.9 µM), for the others: top-dose FP activity, negative = inhibition, hits mostly inhibitors; active = well fitted inhibition curve with a large enough effect in the polarisation, with a control signal flat; inconclusive = small, poorly fitted or top-dose-only effect, or effect the other way, or a change in a side signal; inactive = no such curve, though single readings can be large or run the other way; the % refers to the polarisation;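 also: polarization taken with two DNA probes labelled with fluorescein and Texas red; potency is read from the fitted curve at half-maximal effect; % of control where 0% means no effect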
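His-tagged ERG Ets domain (1 uM in the protein solution; 300mM KCl, 50mM Tris-HCl, 1mM EDTA, 1mM DTT, pH 7.5) received compound, then a probe mix of 5 nM fluorescein-DNA and 100nM Texas-615-DNA. Fluorescence polarization was read for both dyes.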
G9a inh = qHTS Assay for Inhibitors of Histone Lysine Methyltransferase G9a; 350,000 compounds, 8.8% hits; Histone-lysine N-methyltransferase EHMT2 (Homo sapiens), Q96KQ7; Potency, µM (series often up to 102 µM), for inactives: at the highest dose activity, negative = inhibition, most hits filed as inhibitors; G9a H3K9 monomethylation, AlphaScreen, 2 h; also: potency is read from the fitted curve at half-maximal effect; % is scaled to controls: 0 for no effect and ±100 for the full control effect; nearly all actives have a fitted effect of over 75% in size
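Compounds were preincubated with 20 nM G9a for 15 min, after which biotinylated H3K9 peptide (500 nM) and SAM (20 uM) started a 2 h room-temperature reaction. Monomethylated product was quantified by antibody-based AlphaScreen chemiluminescence.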
Starred values were filed as active, the others as inactive; ? = inconclusive; / = not tested or not shown; & = joins results of further samples; [ ] = remark or other dose. Unless noted, calls follow the shape of the dose curve; as a rule, active = well fitted curve in the direction sought with a large enough effect; inconclusive = small, poorly fitted or top-dose-only effect, or another doubt; inactive = no such curve, though single readings can be large; an effect the other way counts as inactive or inconclusive. Not all compounds are listed (hit frequency here may not be typical).

compound | G9a inh | ERG Ets-DNA blk | GLS inh | HP1b chromo inh | RGS4 inh | PI4K2A block | JMJD2A Tudor | BAZ2B block | ALOX12 inh
Cc1ccc(SCCSc2nc(C)cc(=O)[nH]2)cc1 | 9% | 5% | 5% | 44%[activator] | -9% | -11 | -15% | 6% | 7%
CC(C)CNC(=O)[C@@H]1CSC2c3ccccc3C(=O)N21 (stereo partly specified) | -3% | 13% | 5% | 15% | -29% | 1 | -12% | 5% | 0%
Cc1c(Cl)cccc1NC(=S)N1CCN(c2ncccn2)CC1 | 12% | 15% | 1% | 45%[activator] | -13% | -3 | -16% | -1% | 2%
O=C1OCC(Cn2c3ccccc3c3ccccc32)O1 (stereo unspecified) | 4%[59 µM] | -2% | -6% | 14% | -8% | -7 | -13% | / | 0%
O=C(c1ccc2c(c1)N(Cc1ccccc1F)C(=O)c1ccccc1S2(=O)=O)N1CCC(Cc2ccccc2)CC1 | -30%[59 µM] | 0% | 8% | 12% | 0% | 0 | -24% | ? | ?
C/C(CC(=O)Nc1ccc2ccccc2c1)=N\NC(=O)c1ccc(O)c(O)c1 | ? | 8% | 6.3µM* | -1% | 1% | 2 | -35% | ? | -7%
Cn1cc([C@@H]2C[C@H]3CN(Cc4cccc(Cl)c4)C(=O)[C@]34CCCN24)c2ccccc21 | 50µM* | 102%[activator] | -10% | 16% | 18% | 1 | -29% | -30% | -2%
C=CCn1c(CSCc2ccc(F)cc2)n[nH]c1=S | / | 2% | -17% | 1% | -23% | -4 | -75% | 8% | ?
O=C(NNC(=O)c1cc2ccccc2o1)c1ccncc1 | / | 2% | 35%[activator] | 30% | 0% | -1 | 1% | / | -13%
Cc1ccc(S(=O)(=O)N2CCN(C(=O)c3ccccc3)C2C(C)C)cc1 (stereo unspecified) | -23%[12.7 µM] | -4% | 6% | 22% | 13% | 6 | -11% | 11% | 8%[57.4 µM]
CC1=C(C(=O)Nc2ccccc2)C2(CCCCC2)C(C#N)=C(S)N1 | 7.9µM* | -11% | -17% | 2% | ? | 10 | -34% | -32% | ?
Cc1ccc(CNC(=O)[C@H](Cc2ccccc2)NC(=O)c2ccco2)cc1 | 20%[59 µM] | -11% | -7% | 25% | -8% | 4 | -9% | 12% | -2%&11%
O=c1cc(O)c2ccccc2n1Cc1ccccc1 | -2%[59 µM] | 4% | 18% | 16% | -47% | 0 | -22% | -34% | 106%[activator]
COc1ccc(CCNC(=O)Cc2cccc(C(F)(F)F)c2)cc1OC | -3% | -4% | 3% | 37% | -20% | 3 | 5% | -7% | -1%
CCOc1ncccc1C(=O)N=c1sccn1C | 6% | 0% | 0% | 22% | -2% | -1 | 0% | 6% | -5%
CCOCCCNCc1cc(Br)ccc1OCc1ccccc1 | ? | 5% | -3% | 13% | -1% | 3 | -19% | 2% | -9%
CC(=O)OCC(=O)Nc1c(C)cc(C)cc1C | ? | -7% | 10% | 42%[activator] | 30%[11.4 µM] | -1 | 0% | -12% | -15%
Cc1cccn2cc(CSc3ccccc3N)nc12 | ? | 5% | 8% | 36% | -11% | -1 | -14% | 3% | 22%
CN=C(Nc1ccc(Cl)cc1)c1ccc(C(F)(F)F)cc1 | 70%[activator][59 µM] | -4% | 1% | 41%[activator] | 5% | -1 | -14% | 5% | 0%
O=C1CCCC(=O)C1C(=O)C1CCN(S(=O)(=O)c2ccccc2)CC1 | 14% | ? | 13% | ? | -19% | -20 | 56µM* | -13% | -17%

Looked up above.
Value of Cc1ccc(SCCSc2nc(C)cc(=O)[nH]2)cc1 under GLS inh: 5%
Value of Cc1ccc(CNC(=O)[C@H](Cc2ccccc2)NC(=O)c2ccco2)cc1 under HP1b chromo inh: 25%
Value of CC(C)CNC(=O)[C@@H]1CSC2c3ccccc3C(=O)N21 (stereo partly specified) under RGS4 inh: -29%
Value of O=C1CCCC(=O)C1C(=O)C1CCN(S(=O)(=O)c2ccccc2)CC1 under JMJD2A Tudor: 56µM*
Value of CN=C(Nc1ccc(Cl)cc1)c1ccc(C(F)(F)F)cc1 under BAZ2B block: 5%
Value of C=CCn1c(CSCc2ccc(F)cc2)n[nH]c1=S under PI4K2A block: -4

An excerpt from above in order of their number in ALOX12 inh, descending.
compound | G9a inh | ERG Ets-DNA blk | GLS inh | HP1b chromo inh | RGS4 inh | PI4K2A block | JMJD2A Tudor | BAZ2B block | ALOX12 inh
Cc1cccn2cc(CSc3ccccc3N)nc12 | ? | 5% | 8% | 36% | -11% | -1 | -14% | 3% | 22%
CN=C(Nc1ccc(Cl)cc1)c1ccc(C(F)(F)F)cc1 | 70%[activator][59 µM] | -4% | 1% | 41%[activator] | 5% | -1 | -14% | 5% | 0%
Cn1cc([C@@H]2C[C@H]3CN(Cc4cccc(Cl)c4)C(=O)[C@]34CCCN24)c2ccccc21 | 50µM* | 102%[activator] | -10% | 16% | 18% | 1 | -29% | -30% | -2%
CC(=O)OCC(=O)Nc1c(C)cc(C)cc1C | ? | -7% | 10% | 42%[activator] | 30%[11.4 µM] | -1 | 0% | -12% | -15%

The results go on:
compound | G9a inh | ERG Ets-DNA blk | GLS inh | HP1b chromo inh | RGS4 inh | PI4K2A block | JMJD2A Tudor | BAZ2B block | ALOX12 inh
CCOc1ccc(CCNC(=O)c2ccc(Cn3c(=O)c4cccn4c4cccnc43)cc2)cc1 | -50%[59 µM] | 2% | -6% | 31% | -32% | 2 | -27% | ? | ?
Cc1csc(SCC(=O)NCc2cccs2)n1 | 49%[12.7 µM] | / | 3% | -4% | -8% | 0 | -9% | -30% | 5%
O=C(COC(=O)c1ccc([N+](=O)[O-])o1)NCCc1ccccc1 | / | -2% | 0% | 41%[activator] | -29% | -2 | 4% | / | ?
CN(Cc1c(C(=O)N/N=C/c2ccccc2)nnn1-c1nonc1N)c1ccccc1 | / | -6% | 1% | -25% | 8%[56.9 µM] | -2 | ? | 1% | 5%
Cc1nc2scc(C)n2c(=O)c1S(=O)(=O)Nc1ccc(F)cc1 | 7% | 3% | 0% | -20% | 10% | 1 | -12% | 11% | -19%
Cc1ccccc1Cn1c(=O)n(C)c(=O)c2sccc21 | 40%[59 µM] | 5% | 12% | 5% | 2% | -12 | -12% | 2% | 14%
O=[N+]([O-])c1cccc(S(=O)(=O)NCCc2cccs2)c1 | 6% | -5% | 0% | 16% | -3% | -3 | -12% | -13% | 1%
CCOC(=O)C1CCCN(C2CC(=O)N(c3ccc(C(C)C)cc3)C2=O)C1 (stereo unspecified) | / | -4% | -1% | 25% | 4% | -2 | -3% | -7% | -8%
COc1ccc(C(=O)c2cc([N+](=O)[O-])ccc2N2CCCC2)cc1 | ? | -4% | 4% | ? | -2% | -4 | -33% | ? | -22%
COc1ccccc1N(CC(O)Cn1ccnc1C)S(=O)(=O)c1ccc(C)cc1 (stereo unspecified) | -6% | -8% | -12% | 11% | 15% | 2 | -20% | -25% | ?
CCN(Cc1ccncc1)C(=O)c1cc(COc2ccc(F)cc2Cl)on1 | / | 0% | 4% | 9% | 22% | 4 | -18% | -6% | 0%
CCCN(CCC)CCNC(=O)c1cc(Sc2ccc(Cl)cc2)nc2ccccc12 | -4%[59 µM] | 4% | 5% | 67%[activator] | -9% | -2 | -11% | 27% | ?
O=C1CN(CC(=O)NC(=O)NCc2ccccc2)CCN1 | -12%[59 µM] | 0% | 4% | 26% | 2% | 3 | -15% | 9% | 23%
Cc1ccc(Cl)cc1-n1c(=O)cc(N2CCN(c3ccc(F)cc3)CC2)[nH]c1=O | 2%[59 µM] | 1% | 3% | -1%[57 µM] | -21% | 0 | -15% | 0% | -16%
CCNc1nc(NC(C)C)nc(OCCNS(=O)(=O)c2cc(C)ccc2C)n1 | 15%[59 µM] | 3% | -5% | 34% | -14% | 6 | -15% | 6% | -12%
COc1ccc([N+](=O)[O-])cc1N(CC(=O)NC1CCCC1)S(C)(=O)=O | 14% | 1% | -4% | 39%[activator] | 8% | 1 | -7%[11.4 µM] | 2% | -1%
O=C(NCCO)c1c(O)c2cccc3c2n(c1=O)CC3 | ? | -11% | -8% | 17% | -11% | 5 | 56µM* | -35% | ?
O=C(CSc1ccc2nc(-c3ccccc3)cn2n1)Nc1cccc(F)c1 | -38%[59 µM] | -1% | 1% | 35%[57 µM] | -2% | 0 | 28% | 15% | 4%
Cc1cccc(C)c1NC(=S)N1CCCN(Cc2ccc(F)cc2)C1 | 32%[59 µM] | 9% | 0% | 26% | -8% | -22 | -25% | ? | ?
CC(C)(C)NC(=O)c1cc(NC(=O)c2cccs2)cc(NC(=O)c2cccs2)c1 | 16% | 0% | 3% | -7% | 12% | 5 | -18% | -2% | /
Cc1cc(Oc2ccc(-c3ccccc3)cc2)n2ncnc2n1 | -16%[59 µM] | -11% | -2% | 23% | -15% | 2 | -9% | -7% | -11%
